# D1 ag = activates the human D1 dopamine receptor; P21728; HEK293 T-REx D1 cells, calcium flux, agonist mode; activation, % at 2 µM; actives 1% (n = 360,000); AID 504660; in the data active = activation above about 30%; also: 0% is about no effect
#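 Tetracycline-induced HEK293 TREx D1 cells, force-coupled to calcium signalling, were dye-loaded with a no-wash calcium kit. Compound was pin-added after a 10 s baseline. Fluorescence was read kinetically at 1 cycle/s for 180 s, with calcium rises flagged as agonism.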
# D1 antagonist = blocks dopamine activation of the human D1 receptor; AID 504652; actives 3.2% (n = 360,000); activity change, negative = inhibition, % at 10 µM; P21728; HEK293 TREx D1 cells, calcium flux, dopamine EC80; hits give low values; in the data active = activity change below about -30%; also: % is scaled to controls: 0 for no effect and ±100 for the full control effect
#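 Inducible Hek293 Trex D1 cells (tetracycline, overnight, 30 C). Calcium dye 30–90 min RT. Antagonist mode: EC80 dopamine added after 180 s compound read.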
# D1 potentiator = potentiators of human D1 dopamine receptor; HEK293 TREx D1 cells, calcium flux, dopamine EC20 potentiation; potentiation, % at 10 µM; actives 0.036% (n = 360,000); in the data active = potentiation above about 30%; also: 0% is about no effect
# D2 potentiator = positive allosteric modulators of human D2 dopamine receptor. AID 485347. potentiation, % at 10 µM. actives 0.34% (n = 340,000). HEK293 T-REx D2, calcium flux, EC20 dopamine potentiation. P14416;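 active = potentiation over 3 SD above the plate norm, cut at about 30% in these data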; also: 0% is about no effect
# Target sequence (P14416 whole entry, looked up): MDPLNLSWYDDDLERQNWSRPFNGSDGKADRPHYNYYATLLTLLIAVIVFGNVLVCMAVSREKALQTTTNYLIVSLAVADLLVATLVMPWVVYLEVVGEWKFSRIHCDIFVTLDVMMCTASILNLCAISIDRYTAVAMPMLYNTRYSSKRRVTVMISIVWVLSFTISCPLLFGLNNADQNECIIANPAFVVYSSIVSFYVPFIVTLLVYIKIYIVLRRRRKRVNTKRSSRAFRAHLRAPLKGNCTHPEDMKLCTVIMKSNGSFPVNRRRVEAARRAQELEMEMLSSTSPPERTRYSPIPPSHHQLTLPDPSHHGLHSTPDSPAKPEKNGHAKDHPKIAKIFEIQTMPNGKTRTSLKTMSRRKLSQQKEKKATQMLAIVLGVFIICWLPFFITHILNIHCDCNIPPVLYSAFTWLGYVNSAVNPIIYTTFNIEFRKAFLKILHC
#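 Tetracycline-induced HEK293 T-REx cells force-coupled to calcium signalling expressed D2; compounds were pin-added after a 10 s baseline, read kinetically 180 s, then an EC20 dopamine challenge followed with a further 180 s calcium read.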
# LDHA block = inhibitors of human lactate dehydrogenase A | purified LDHA, NADH/diaphorase-resazurin fluorescence; hits give low values | activity change, % (values are at about 110 or 230 µM) | actives 0.15% (n = 480,000) | AID 1347041; in the data active = activity change below about -30%; inconclusive = mostly about -25% to -30%;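 also: plate controls were DMSO wells for no effect and wells without enzyme for full effect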
#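 Human LDH5 (2 nM) was incubated with 0.06 mM NADH and 0.2 mM pyruvate for 5 min at room temperature in Tris pH 7.4. Remaining NADH was coupled through diaphorase/resazurin, and resorufin fluorescence was read at 0 and 20 min.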
# Vif-APOBEC3F blk = inhibitors of Vif-A3F interaction; HeLa A3F-eYFP + Vif (tagged APOBEC3F with the HIV-1 protein that degrades it), YFP fluorescence increase; Potency, µM (doses to about 46.1 µM), for inactives: top-dose activity, negative = active; actives 0.2% (n = 390,000); AID 602313; also: potency is read from the fitted curve at half-maximal effect; % of control where 0% means no effect; nearly all actives have a fitted effect of over 65% in size
#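 HeLa cells stably expressing A3F-eYFP plus Vif, plated and incubated overnight at 37 deg C, then exposed to compounds overnight at 37 deg C. Blocked degradation read as raised yellow fluorescence (Ex 488/Em 500-530).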
# Glioma ERSR ind = ER stress response induction in glioma. Potency, µM, inactives show at the highest dose activation, hits mostly activators. actives 0.02% (n = 420,000). AID 602332. U87-MG GRP78 promoter luciferase reporter, 16 h; also: potency is read from the fitted curve at half-maximal effect; series mostly up to about 76 µM; % of control where 0% means no effect; nearly all actives have a fitted effect of over 35% in size
#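 Stably transfected U87-MG glioma cells carrying a GRP78-based luciferase sensor; 16 h compound incubation. Luminescence end-point read 10 min after Bright-Glo addition at room temperature.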
# RXFP1 ag = activates the human relaxin receptor RXFP1; Q9HBX9; HEK293T-RXFP1 cAMP TR-FRET, 30 min; response scale: percent of porcine relaxin response, buffer zero; Potency, µM (top dose mostly 57.5 µM), for inactives: top-dose activation, actives largely listed as activators; actives 0.3% (n = 370,000); also: potency is read from the fitted curve at half-maximal effect; % is scaled to controls: 0 for no effect and ±100 for the full control effect; nearly all actives have a fitted effect of over 60% in size; many of its hits are not listed in these tables
#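 HEK293 cells stably expressing RXFP1, treated 30 min at 37C with compounds plus PDE4 inhibitor Ro 20174; cAMP measured by HTRF TR-FRET. Normalized to buffer and 29 nM porcine relaxin; EC50 by Hill fit.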
# Vif-APOBEC3G blk = inhibitors of Vif-APOBEC3G interaction | Potency, µM (top dose mostly 46.1 µM), for inactives: at the highest dose activity, negative = active, hits mostly inhibitors | AID 602310 | HeLa A3G-eYFP + Vif (tagged APOBEC3G with the HIV-1 protein that degrades it), YFP fluorescence, overnight | Q9HC16 | actives 0.076% (n = 410,000);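 also: potency is read from the fitted curve at half-maximal effect; % is scaled to controls: 0 for no effect and ±100 for the full control effect; nearly all actives have a fitted effect of over 60% in size; hits raise eYFP signal because A3G escapes Vif-driven loss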
# Target sequence (Q9HC16 whole entry, looked up): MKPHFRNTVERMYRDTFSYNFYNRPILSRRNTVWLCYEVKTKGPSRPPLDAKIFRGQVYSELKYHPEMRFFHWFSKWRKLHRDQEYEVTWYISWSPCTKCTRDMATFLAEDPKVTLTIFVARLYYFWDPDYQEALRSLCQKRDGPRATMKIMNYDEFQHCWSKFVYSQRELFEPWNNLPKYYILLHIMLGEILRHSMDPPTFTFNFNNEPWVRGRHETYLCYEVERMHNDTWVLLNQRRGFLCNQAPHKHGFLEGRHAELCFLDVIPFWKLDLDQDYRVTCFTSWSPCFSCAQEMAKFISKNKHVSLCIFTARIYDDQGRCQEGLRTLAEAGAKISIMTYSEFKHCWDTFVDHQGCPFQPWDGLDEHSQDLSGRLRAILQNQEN
#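 Read-out is eYFP fluorescence (Ex 488/Em 500-530) from Vif-expressing HeLa A3G-eYFP cells; more signal means A3G escaped Vif-mediated degradation. Cells plated overnight, compound pinned in, incubated overnight at 37 deg C.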
# Numbers without * were called inactive; u = inconclusive; x = no result given; & = joins results of further samples; ! = not active in a repeat. Unless noted, calls follow the shape of the dose curve; as a rule, active = well fitted curve in the direction sought with a large enough effect; inconclusive = small, poorly fitted or top-dose-only effect, or another doubt; inactive = no such curve, though single readings can be large; an effect the other way counts as inactive or inconclusive. Only part of the results is shown; rates above refer to the full screens.
SMILES,D1 ag,D1 antagonist,D1 potentiator,D2 potentiator,LDHA block,Vif-APOBEC3F blk,Glioma ERSR ind,RXFP1 ag,Vif-APOBEC3G blk
Cc1ccc(NC(=O)c2scc3c2CCCC3)cc1,3,3,0,-13,-6,-19%,1%,5.7%,1%
CSc1nc2sc3c(c2c(=O)n1C)CCC(C)C3 (centres undefined),-1,-7,8,16,-1,-1%,3%,-0.2%,-1%
COc1cccc(NC(=O)NCc2ccccc2Cl)c1,x,x,x,x,-10,3%,-2%,x,-7%
O=C(CNC(=O)Cc1ccccc1)NCC(=O)OCc1ccccc1,4,14,-4,x,-7,2%,0%,-1.9%,-11%
N#Cc1cc([N+](=O)[O-])ccc1NC(=O)COC(=O)C1CCC(=O)N1 (centres undefined),x,x,x,x,-4,2%,-6%,x,0%
CCOc1ccccc1NC(=O)c1cc2c(=O)oc3ccccc3c2s1,0,-16,0,5,2,-2%,-3%,6.9%,8%
COc1coc(/C=C/C(=O)O)cc1=O,5,3,-2,2,-3,-16%,0%,-3.3%,1%
Cc1ccc(OCC(=O)Nc2ccc3oc(=O)ccc3c2)cc1,2,-1,-8,-8,-12,6%,1%,-0.4%,0%
CC1CCCN(C(=O)CSc2n[nH]c(-c3cccs3)n2)C1 (centres undefined),2,1,-1,11,-3,-7%,6%,0.7%,-8%
CN1C(=O)N(C)C2(C)CC1(C)N(C)C(=O)N2C,4,10,6,-2,-6,-6%,-4%,2.4%,1%
COC(=O)c1ccc(Nc2c([N+](=O)[O-])ccc3nonc23)cc1,0,9,2,8,-4,25µM*,-3%,0.1%,u
O=C(NCCCN1CCN(c2ccc(F)cc2)CC1)Nc1ccc(Cl)cc1,69*,-77*,-2,-24,-6,1%,1%,-1.5%,3%
OC(CN1C2=NCCCN2c2ccccc21)c1ccc(Br)cc1 (centres undefined),1,x,-4,-10,-1,-6%,-6%,0.8%,-1%
NS(=O)(=O)c1ccc(CCNC(=O)CN2CCN(c3ccccc3O)CC2)cc1,0,0,-4,1,2,5%,-5%,0.1%,1%
Cc1cc([N+](=O)[O-])nn1CC(=O)NCc1ccccc1,2,15,6,-2,-8,5%,-1%,0.7%,4%
COc1ccc(NC(=O)CCCNC(=O)c2ccc(Cl)cc2)cc1OC,3,-1,-6,9,-5,1%,2%,0.0%,0%
CCOC(=O)CNC(=O)CSc1nc2sc(C)c(C)c2c(=O)n1C,3,13,-3,-3,-2,-6%,-2%,5.1%,0%
COc1cccc(C2=NOC(C(=O)NCCN3CCOCC3)C2)c1 (centres undefined),1,7,1,0,-3,2%,-5%,3.8%,1%
N#CC1=C(SCc2ccccc2)NC(=O)CC1c1ccccc1 (centres undefined),-3,9,-8,0,0,-5%,-5%,-0.7%,-7%
CCCCN(C)CC(O)Cn1cc(/C=C/C(=O)c2ccc(OCC)cc2)c2ccccc21 (centres undefined),41*,-56*!,-3&-2,2&-13,13,0%,-11%,5.3%&0.4%,-19%
CC(=O)N(CCS(=O)(=O)c1ccc(Cl)cc1)Cc1cccs1,2,6,7,-2,-5,4%,1%,2.5%,4%
CC(C)(C)OC(=O)CNC(=O)c1[nH]cnc1C(=O)N[C@@H](Cc1ccccc1)C(=O)OCc1ccccc1,9,2,-1,-3,3,-21%,-8%,-1.6%,-1%
O=C(COC(=O)c1cccs1)Nc1ccccc1C(F)(F)F,32*,-32*,-4,x,1,2%,0%,1.1%,2%
Cc1ccccc1/C=N/Nc1ccnc2cc(Cl)ccc12,7,-12,-4,-31,-10,0%,-12%,0.2%,u
COc1ccccc1NC(=O)Cn1c(=O)n(Cc2ccccc2)c(=O)c2c3c(sc21)CN(C(C)=O)CC3,-1,0,-2,-4,-10,-2%,-3%,-0.2%,2%
Cc1ccc(CN2CCNC(=O)C2CC(=O)NCC(F)(F)F)o1 (centres undefined),1,-2,-2,-21,4,-12%,-3%,0.0%,-3%
CCN(CC)C(=O)C1CCCN(C(=O)Nc2ccc(NC(=O)N3CCCC(C(=O)N(CC)CC)C3)cc2)C1 (centres undefined),0,-3,2,14,-4,-4%,-3%,-2.5%,1%
COc1cc(/C=N/NC(=O)c2ccc3c(c2)OCCO3)c(Br)c(Br)c1O,-1,-7,1,-4,-5,-4%,2%,2.2%,-10%
CCOc1ccc(S(=O)(=O)N2CCOCC2)cc1NC(=O)C1=COCCO1,1,7,2,-2,-6,-16%,-4%,-0.1%,-4%
CN1CCCN(c2ccc([N+](=O)[O-])cc2)CC1,2,7,-4,-14,4,1%,-4%,-1.1%,2%
CCCCN1C(=O)C(=O)N(CC(=O)c2cc(C)n(C3CC3)c2C)C1=O,6,-19,2,0,-10,1%,1%,-2.6%,-3%
O=C(CN1CCN(S(=O)(=O)N2CCOCC2)CC1)Nc1cc(Cl)ccc1Cl,2,-19,-7,0,-11,6%,-7%,4.8%,-1%
Cc1ccc(S(=O)(=O)Nc2c(C)[nH]c(=O)[nH]c2=O)cc1C,1,-7,0,-23,1,0%,-3%,3.6%,0%
Cc1[nH]c(=O)[nH]c(=S)c1C(=O)Nc1ccc(Cl)c(Cl)c1,x,x,x,x,-13,3%,-1%,x,-2%
CCOC(=O)c1ccc(NC(=O)C(C)N(c2ccc(OCC)cc2)S(C)(=O)=O)cc1 (centres undefined),4,4,-3,-8,1,1%,-2%,2.0%,-1%
COc1ccc(CNC(=O)C(=O)NCC(c2ccco2)S(=O)(=O)c2ccc(C)cc2)cc1 (centres undefined),3,x,-3,-1,-1,-12%,-4%,1.5%,-7%
OCCC1CN(Cc2cc(F)ccc2-n2cccn2)CCN1Cc1ccc(F)cc1 (centres undefined),1,2,-12,-7,-7,2%,4%,7.5%,3%
O=C(OCc1cc(Cl)ccc1OC(F)F)c1cccnc1,2,1,3,4,-4,-12%,3%,0.6%,-5%
O=C(O)c1cnc(-c2ccccc2)nc1Sc1ccccc1Cl,0,-13,1,-3,-31*,0%,-4%,2.5%,0%
CN(CCO)c1cc(NCCCN2CCC(Cc3ccccc3)CC2)c2nonc2c1[N+](=O)[O-],2,9,-5,-18,-8,-8%,-6%,8.6%,-2%
COc1cccc(NC(=O)C2C3C=CC4(O3)C2C(=O)N(C(C)C)C4C(=O)NC2CCCCC2C)c1 (centres undefined),-1,-2,3,5,2,x,-4%,1.1%,0%
CCOc1ccc(N(CC(=O)N/N=C/c2cccnc2)S(C)(=O)=O)cc1,0,12,1,25,4,-1%,1%,1.4%,0%
S=C(Nc1cccc(Cl)c1)N(CCCN1CCCC1)Cc1cccn1Cc1ccc(Cl)cc1,13,-11,-11,x,-2,-9%,-9%,-2.3%,-15%
Cc1nn(Cc2ccc(C(=O)N3CCCC3)o2)c(C)c1[N+](=O)[O-],0,7,8,14,-1,2%,-4%,6.1%,0%
O=C(CCCCn1c(=O)[nH]c2ccsc2c1=O)NCc1cccnc1,-2,11,0,2,3,1%,-3%,0.5%,0%
O=c1/c(=C\c2cccnc2)sc2nc3ccccc3n12,-1,-8,1,0,4,0%,1%,-0.1%,1%
CCn1c(SCC(=O)Nc2c(C)n(C)n(-c3ccccc3)c2=O)nnc1-c1cccc(C)c1,9,16,2,0,-1,4%,-1%,1.9%,0%
CNc1oc(-c2cccs2)nc1C#N,x,x,x,x,-1,-5%,-3%,11%,-1%
O=S(=O)(c1ccc(Br)cc1)N1CCC2(CC1)OCCO2,3,-24,-6,-8,-8,-14%,-4%,1.3%,1%
CC(=O)Nc1ccc(S(=O)(=O)NC2=NCN(C(C)C)CN2)cc1,2,9,-2,2,-2,-2%,-1%,-1.0%,4%
C=CCOC(=O)C1=C[C@H](C(C)(C)C)[C@@H](CCCO)[C@H](OCC)O1,x,x,x,x,-3,5%,-1%,x,0%
O=C(CCCc1cccs1)Nc1nc2c(s1)CCCC2,-2,-8,-1,11,4,-9%,0%,-0.4%,-4%
CCCCNc1c(-c2cccc(Sc3ccc(OC)cc3)c2)nc2ccccn12,x,x,x,x,5,-1%,-6%,x,0%
CCOC(=O)c1c(C)n(C)c2cc(-c3cccc(C(F)(F)F)c3)c(O)cc12,3,-8,-2,-11,4,-2%,-2%,5.6%,2%
CCn1c(SCC(=O)N(C)CC(=O)Nc2ccc(F)c(F)c2F)nnc1-c1ccco1,5,23,8,3,-1,4%,-4%,-1.1%,2%
Cc1ccc(-c2onc(C)c2C)cc1S(=O)(=O)N1CC(C)Oc2ccccc21 (centres undefined),3,0,1,7,-2,-2%,-4%,-2.3%,0%
CCOC(=O)Cn1c(C)c(Br)c(COC)c(C#N)c1=O,-1,-15,0,16,-4,8%,1%,1.3%,1%
COc1cccc(N2C(=O)C(Cc3c[nH]c4ccccc34)NC2=S)c1 (centres undefined),2,1,-3,3,-2,-20%,-2%,2.9%,-6%
COc1ccc(NC(=O)C2CCOC(C)(C)C2)cc1 (centres undefined),0,-8,0,5,0,-6%,1%,0.2%,2%

# Reformatted: entries from further up.
compound | D1 ag | D1 antagonist | D1 potentiator | D2 potentiator | LDHA block | Vif-APOBEC3F blk | Glioma ERSR ind | RXFP1 ag | Vif-APOBEC3G blk
COc1cccc(C2=NOC(C(=O)NCCN3CCOCC3)C2)c1 (centres undefined) | 1 | 7 | 1 | 0 | -3 | 2% | -5% | 3.8% | 1%
CNc1oc(-c2cccs2)nc1C#N | x | x | x | x | -1 | -5% | -3% | 11% | -1%
Cc1[nH]c(=O)[nH]c(=S)c1C(=O)Nc1ccc(Cl)c(Cl)c1 | x | x | x | x | -13 | 3% | -1% | x | -2%
CC(=O)N(CCS(=O)(=O)c1ccc(Cl)cc1)Cc1cccs1 | 2 | 6 | 7 | -2 | -5 | 4% | 1% | 2.5% | 4%
CCOC(=O)c1c(C)n(C)c2cc(-c3cccc(C(F)(F)F)c3)c(O)cc12 | 3 | -8 | -2 | -11 | 4 | -2% | -2% | 5.6% | 2%

# Bioassay records as filed in PubChem BioAssay.
